# ABCB6 inh MLPCN: human ABCB6 transporter inhibition; actives 0.19% (n = 360,000); fluorescence ratio to DMSO, % at 10 µM; AID 602162; K562-ABCB6 porphyrin accumulation, flow cytometry, 1 h; hits give low values; Q9NP58;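 active = fluorescence ratio to DMSO below 75%, the collection mean minus 3 SD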;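 note: signal is porphyrin accumulated inside mitochondria; 100% equals median channel fluorescence of DMSO control wells; lower ratio means ABCB6 inhibition with less porphyrin fluorescence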
# MC4R ag barr: human MC4R agonism via beta-arrestin; P32245; U2OS MC4R beta-arrestin complementation, luminescence; percent of melanotan II response, DMSO zero; activation, % at 8.9 µM; actives 0.98% (n = 360,000);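 active = activation above a per-plate cutoff, the mean activation of sample wells on that plate plus 3 SD, cut at about 8% in these data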
# Cardio protect: protects H9c2 cardiomyocytes from peroxide injury. protection from H2O2 cell death, % at 20 µM. H2O2 injury protection, ATPLite, 2 h. actives 0.63% (n = 360,000);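 active = compounds giving at least 50% protection of heart cells from peroxide-induced death in the single-dose screen, raw or plate-pattern-corrected value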;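 note: 0% = DMSO wells with peroxide and 100% = DMSO wells without peroxide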
# N-glyco inh: blocks N-linked glycosylation in D54 reporter cells; actives 0.23% (n = 360,000); reporter increase, % at 12.5 µM; D54 ERlucT glycosylation luciferase reporter, 24 h; percent of 100 nM tunicamycin response;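 active = mean luciferase reporter signal, scaled so untreated is 0 and the glycosylation-blocking control 100, at or above a set limit in every replicate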;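 note: luciferase carries N-glycosylation sites so blocking glycosylation raises the light; 0% = median of neutral control wells and 100% = median of 100 nM tunicamycin wells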
# ABHD5 PLIN5 PPI: inhibitors of human ABHD5-perilipin-5 interaction. Q00G26+Q8WTS1. Split G. princeps luciferase complementation, luminescence, 4 h. inhibition, % at 4 µM. actives 0.78% (n = 360,000). AID 602281;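 active = inhibition above the mean inhibition across every tested compound plus 3 SD, cut at about 22% in these data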;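 note: 0% = DMSO only wells and the 100% control is not disclosed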
# TLR9-MyD88 block: TLR9-MyD88 interaction inhibition | Q9NR96+Q99836 | CHO BLA complementation TLR9-MyD88, CCF4 FRET ratio | inhibition, % at 4.98 µM | actives 0.21% (n = 340,000) | AID 504734;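 active = inhibition above the mean over all tested compounds plus 3 SD, cut at about 21% in these data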;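 note: 0% = DMSO only wells and 100% = clavulanate BLA inhibitor control wells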
# NCOA2 inhibitor: inhibits human steroid receptor coactivator 2 | HEK293 GAL4-SRC2 luciferase reporter, luminescence | inhibition, % at 9 µM | actives 0.17% (n = 370,000) | AID 651957;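 active = inhibition above the mean inhibition of all tested compounds plus 3 SD, set per campaign, cut at about 52% in these data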;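 note: 0% = DMSO treated cells and 100% = cells given Gossypol at 36 µM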
# Target sequence (Q15596 whole entry, looked up, the tested form may be a part): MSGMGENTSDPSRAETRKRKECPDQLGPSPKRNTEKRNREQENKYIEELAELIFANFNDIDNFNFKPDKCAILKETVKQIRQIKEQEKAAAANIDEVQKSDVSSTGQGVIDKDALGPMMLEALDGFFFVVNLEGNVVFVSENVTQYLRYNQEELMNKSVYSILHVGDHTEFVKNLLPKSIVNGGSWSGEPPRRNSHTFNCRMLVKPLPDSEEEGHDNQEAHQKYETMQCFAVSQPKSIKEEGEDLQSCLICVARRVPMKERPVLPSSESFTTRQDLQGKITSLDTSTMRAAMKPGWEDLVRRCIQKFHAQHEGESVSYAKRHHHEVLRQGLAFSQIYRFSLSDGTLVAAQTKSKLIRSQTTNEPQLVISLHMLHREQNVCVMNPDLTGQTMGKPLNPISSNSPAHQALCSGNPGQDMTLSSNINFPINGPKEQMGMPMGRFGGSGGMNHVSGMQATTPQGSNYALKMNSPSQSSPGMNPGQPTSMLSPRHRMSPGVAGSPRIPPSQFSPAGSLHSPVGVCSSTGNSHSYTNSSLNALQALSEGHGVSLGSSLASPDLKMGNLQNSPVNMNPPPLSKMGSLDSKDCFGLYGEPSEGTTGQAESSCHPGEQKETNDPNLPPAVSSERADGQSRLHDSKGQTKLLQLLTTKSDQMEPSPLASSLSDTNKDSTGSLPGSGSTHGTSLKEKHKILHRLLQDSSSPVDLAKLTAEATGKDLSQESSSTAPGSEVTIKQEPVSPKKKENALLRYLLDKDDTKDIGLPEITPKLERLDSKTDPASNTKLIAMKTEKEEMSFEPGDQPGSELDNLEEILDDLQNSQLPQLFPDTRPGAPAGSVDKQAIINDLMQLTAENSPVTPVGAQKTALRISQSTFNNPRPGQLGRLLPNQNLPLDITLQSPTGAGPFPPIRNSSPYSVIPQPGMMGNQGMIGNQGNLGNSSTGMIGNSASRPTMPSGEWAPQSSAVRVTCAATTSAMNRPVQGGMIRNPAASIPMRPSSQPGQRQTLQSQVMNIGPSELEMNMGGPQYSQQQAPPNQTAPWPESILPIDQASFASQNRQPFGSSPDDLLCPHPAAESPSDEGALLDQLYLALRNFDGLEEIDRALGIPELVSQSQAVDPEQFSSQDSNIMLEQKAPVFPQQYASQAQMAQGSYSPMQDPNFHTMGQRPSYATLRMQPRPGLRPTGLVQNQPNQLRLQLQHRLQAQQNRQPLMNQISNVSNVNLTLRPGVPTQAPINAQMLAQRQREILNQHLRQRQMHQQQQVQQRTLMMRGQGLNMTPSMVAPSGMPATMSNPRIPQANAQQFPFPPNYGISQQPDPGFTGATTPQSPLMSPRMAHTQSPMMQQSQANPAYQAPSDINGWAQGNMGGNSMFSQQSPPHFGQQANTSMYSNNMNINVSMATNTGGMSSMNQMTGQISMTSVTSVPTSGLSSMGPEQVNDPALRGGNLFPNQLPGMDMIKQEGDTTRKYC
# NOD2 RIPK2 PPI: blocks binding of human NOD2 to RIPK2 | inhibition, % at 4.98 µM | CHO BLA complementation NOD2-RIPK2, CCF4 ratio | AID 624267 | actives 0.38% (n = 360,000) | O43353; in the data active = inhibition above about 21%;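 note: 0% = vehicle only and 100% = reference blocker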
# m5-HT2A agonist: mouse HTR2A agonism via beta-arrestin recruitment; P35363; CHO-K1 mHTR2A beta-arrestin complementation, luminescence; percent of 30 µM serotonin response; activation, % at 7.6 µM; actives 0.66% (n = 360,000);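 active = activation above a run cutoff, the mean activation of all tested compounds plus 3 SD, cut at about 14% in these data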;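 note: 0% = plate median of compound wells and 100% = 30 µM serotonin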
# MC4R antagonist: antagonists of human melanocortin 4 receptor (MC4R) | MC4R-expressing cells, MTII-stimulated cAMP, LANCE TR-FRET | inhibition, % at 6.5 µM | actives 0.48% (n = 360,000) | AID 540295;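 active = inhibition above its plate's cutoff, the mean of tested wells on that plate plus 3 SD, cut at about 29% in these data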;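 note: 0% = Melanotan II alone and 100% = Melanotan II plus saturating MCL0020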
#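 System – human MC4R-expressing U2OS cells · Also added – Melanotan II · Dosing – one concentration, 6.5 µM nominal · Timing – 30-min compound, 1-h challenge, 1-h detection, room temperature · Measured by – Eu-cAMP/anti-cAMP TR-FRET, emission 671 nm · Replicates – singlicate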
# * = called active by the depositor; · = no result given. These rows are one share of the data; count on the stated rates, not on these rows.
SMILES,ABCB6 inh MLPCN,MC4R ag barr,Cardio protect,N-glyco inh,ABHD5 PLIN5 PPI,TLR9-MyD88 block,NCOA2 inhibitor,NOD2 RIPK2 PPI,m5-HT2A agonist,MC4R antagonist
CC(NC(=O)c1ccccc1)C(=O)NNC(=O)c1ccccc1Cl (configuration not stated),99,-2.3,0,6,4,-3,-32,-8,-2,9
COCCCN1C(=O)C(CC(=O)NC2CCCC2)CC(C(=O)N(C(C)C)C(C)C)=C1C (configuration not stated),98,·,4,0,-7,·,-15,-12,7,·
Cn1cccc1CNC(=S)Nc1ccccc1F,98,0.6,-4,0,5,-4,-11,-15,2,20
CCC(=O)Oc1ccc(C2N(C(=O)CC)CCN2S(=O)(=O)c2ccc(C)cc2)cc1OC (configuration not stated),97,-2.0,0,2,1,6,-11,-13,-1,1
CCOc1ccc(C(=O)NCC(=O)N2CCN(Cc3ccccc3)CC2)cc1,91,-3.1,-8,-2,-9,10,4,7,1,4
O=C(Cn1cc(C(=O)C2CC2)c2ccccc21)NCc1ccc2c(c1)OCO2,100,-0.6,9,1,3,2,-18,4,-2,3
Cc1cc(C(F)(F)F)n(-c2nc(C(=O)N/N=C/c3ccc(F)cc3)cs2)n1,95,8.2,21,1,-1,8,-23,-4,2,-1
COc1cc(OC)c(/C=N/NC(=O)COc2cccc3cccnc23)c(OC)c1,90,-0.4,8,0,-6,8,-30,10,3,-5
Cc1ccccc1SCC(=O)NCC1(N2CCCCC2)CCCCC1,93,2.3,12,-1,-8,-4,-34,-6,-3,9
CC1CN(C(=S)NC2CCCC2)CC(C)O1 (configuration not stated),92,1.4,2,·,3,-6,14,-9,6,-1
CCOc1ccc(CCN2C(=S)N([C@@H](Cc3ccccc3)CN3CCC[C@@H]3CN3C(=S)NC[C@@H]3Cc3ccc(O)cc3)C[C@@H]2CC(C)C)cc1,102,·,0,-8,11,·,8,-12,11,·
Cc1ccc(NC(=S)c2nc3ccccc3[nH]2)cc1,95,0.6,-33,0,5,11,-54,-17,3,4
CC(C(=O)NC1=NCCS1)N1C(=O)c2ccccc2C1=O (configuration not stated),98,-0.6,-16,1,-4,1,6,8,4,-1
O=C(COC(=O)c1cccc(S(=O)(=O)N2CCOCC2)c1)Nc1ccc(Cl)cn1,98,-4.9,-1,3,-5,2,-26,-5,2,5
COc1ccc(OCCC(=O)OCC(=O)NC(=O)NC(C)C)cc1,101,-2.4,4,1,0,3,11,8,0,-7
CC(CNc1nc2ccc(Cl)cc2n2cnnc12)c1ccccc1 (configuration not stated),93,1.8,6,3,5,5,-18,3,1,-5
Nc1nc(SCC(=O)Nc2ccc(S(N)(=O)=O)cc2)n[nH]1,100,3.7,2,1,1,0,16,-8,6,10
COC(=O)c1sc(S(=O)(=O)NC(C)C(=O)O)c(C(=O)OC)c1C (configuration not stated),95,-2.1,0,0,4,1,-14,-9,3,6
O=C(NCc1ccco1)c1sc2ccccc2c1Cl,100,-0.2,-6,0,3,10,-53,-7,-5,21
COCCSc1ccccc1C(=O)Nc1cc(C)on1,100,-1.5,8,3,-11,2,9,-2,-4,4
Cc1ccc(C(=O)O/N=C(\N)c2ccccn2)cc1C,97,-1.2,-18,-20,-1,5,42,-3,1,-4
COC(=O)c1cc(C(=O)Nn2cnnc2)cc([N+](=O)[O-])c1,101,-0.5,1,0,-7,-2,-35,2,3,4
NC1(C#Cc2ccc3c(=O)c4ccccc4sc3c2)CCCCC1,112,2.4,1,-17,0,-2,-31,7,1,5
O=C(OCc1nc2ccc(Cl)cc2n1CCO)c1ccccc1C(=O)c1ccccc1,99,-0.3,-4,2,-6,-5,9,-3,-1,-1

# 3 compounds from above, ordered by the number in TLR9-MyD88 block, highest first:
Structure,TLR9-MyD88 block
COCCSc1ccccc1C(=O)Nc1cc(C)on1,2
COC(=O)c1cc(C(=O)Nn2cnnc2)cc([N+](=O)[O-])c1,-2
O=C(OCc1nc2ccc(Cl)cc2n1CCO)c1ccccc1C(=O)c1ccccc1,-5

# New compounds follow
SMILES,ABCB6 inh MLPCN,MC4R ag barr,Cardio protect,N-glyco inh,ABHD5 PLIN5 PPI,TLR9-MyD88 block,NCOA2 inhibitor,NOD2 RIPK2 PPI,m5-HT2A agonist,MC4R antagonist
Cc1ccc(OC(=O)c2ccc(Br)o2)cc1,97,0.3,-4,2,4,12,-7,0,8,5
CCOC(=O)CN1C(=O)CN(c2ccc(C)cc2)C1=O,102,-0.1,2,2,2,-12,-43,-4,1,-5
O=C(N/N=C/c1cccc2cccnc12)c1ccccc1O,99,-4.6,5,-5,-13,11,-78,17,-9,-12
C[C@H]1CN([C@@H](C)CO)C(=O)CCCn2nncc2CO[C@@H]1CN(C)Cc1cccc(O)c1,96,0.7,1,1,5,1,1,-5,4,3
CN(C)c1oc(-c2ccc(Cl)cc2)nc1S(=O)(=O)c1ccccc1,97,-2.7,-5,1,-5,3,-21,7,-3,-1
COc1ccc(C(=O)OCC(=O)NCC2CCCCC2)cc1S(=O)(=O)N1CCCc2ccccc21,91,-1.4,-12,2,0,7,-18,3,2,18
CCN(CC)C(=O)COc1cc(C)cc2oc(=O)cc(-c3ccccc3)c12,99,-0.7,8,0,-9,-8,-4,1,0,3
CCOC(=O)CSc1nnc(CNC(=O)Cc2ccccc2)n1C,103,-3.0,0,3,5,-7,6,-9,9,5
COc1ccc(N(C(=O)CNS(=O)(=O)c2ccccc2)C(C(=O)NCc2ccco2)C(C)C)cc1 (configuration not stated),102,2.7,0,0,0,-6,-8,-15,0,5
COc1cc(OC)c(N(C)S(=O)(=O)c2cccc(C(=O)OCC(=O)N(C)C3CCCCC3)c2)cc1Cl,92,-1.1,0,-3,-7,-8,-11,-3,4,-1
CC(C)(C)c1cc(Cl)ccc1OCCn1ccnc1,93,1.4,-5,-1,-1,3,18,2,1,-5
O=C(NCC(c1ccco1)N1CCN(c2ccccc2)CC1)OCc1ccccc1 (configuration not stated),99,-2.7,1,0,3,-2,7,-10,-3,-3
CCCc1nnc(NC(=O)CCC(=O)NCc2ccc(OC)cc2)s1,103,-0.3,7,2,2,-1,-29,-4,0,3
CCN(Cc1ccncc1)C(=O)c1ccc(Br)o1,101,-2.8,1,-2,-2,-6,-17,-4,4,-2
Cc1ccc(S(=O)(=O)N(C)C)cc1NC(=O)c1cc(=O)c2ccccc2o1,97,-0.5,-2,0,0,4,-8,6,-8,-27
Cc1cccc(N2C(=O)CC(n3ccnc3)C2=O)c1C (configuration not stated),92,-1.7,1,3,-2,8,-4,8,1,-8
COc1cccc(Cn2cnc3c([N+](=O)[O-])c(C)c(C)cc32)c1,95,-2.4,2,-3,-8,-7,5,-1,-3,12
O=C(Nc1cccc(C(=O)N2CCCCCC2)c1)c1ccco1,88,2.0,0,-4,-3,4,-10,-4,10,-4
COCCNC(=O)C1Cc2c(-c3cccc(NC(C)=O)c3)ccnc2O1 (configuration not stated),99,-2.6,3,0,5,·,-13,1,0,5
Cc1[nH]n2c(=O)cc(C(C)C)nc2c1-c1ccccc1,98,0.5,17,2,5,10,6,-3,-6,0
CCc1ccccc1NC(=O)c1onc(C)c1Cl,85,-0.3,-1,0,5,-3,3,-17,-3,2
O=C(CCc1ccc(Oc2cc([N+](=O)[O-])cc([N+](=O)[O-])c2)cc1)N1CCCCC1,93,-0.3,-10,-2,0,2,-14,-2,-2,13
COc1cc(/C=C/C(=O)OCC(=O)NCc2ccc3c(c2)OCO3)cc(OC)c1OC,95,-1.1,-2,2,8,4,12,-3,-1,4
Cc1ccccc1C(=O)N1CCN(c2ccc([N+](=O)[O-])c(N3CCOCC3)c2)CC1,95,-2.7,15,3,-3,5,3,-2,-1,-3
CSc1ccc(C2NC(=O)c3c(sc4c3CCN(C)C4)N2)cc1 (configuration not stated),117,2.5,12,-2,0,-2,33,3,5,12
COc1cc(C)ccc1S(=O)(=O)NC(=O)C1(C)CCN1C(=O)c1ccc(C(F)(F)F)nc1C (configuration not stated),86,-0.3,10,2,3,·,14,1,3,5
COc1ccc(-c2cc([N+](=O)[O-])ccc2OCC(=O)N(C)CC(=O)Nc2ccc(C)cc2)cc1,99,-2.5,-4,2,-10,1,-9,0,-1,17
O=C(O)C1C2CCC(O2)C1C(=O)Nc1ccc(Br)cc1F (configuration not stated),98,-2.1,11,0,-1,3,2,-2,2,17
COc1ccc(N(C(=O)C(C)C)S(=O)(=O)c2cccs2)cc1,101,1.0,4,5,2,-10,-22,-14,-5,8
C(=C\n1nnc2ccccc21)/c1ccccn1,94,-0.4,-1,-12,-6,-3,-27,-11,-5,-6
CCCN(C(=O)c1ccc(N2CCCC2=O)cc1)C1CCS(=O)(=O)C1 (configuration not stated),82,-1.5,7,-2,-3,0,18,-1,9,5
CC1=Nn2c(nnc2-c2ccccc2F)SC1,98,2.4,3,1,15,-4,-23,-3,-2,-6
CN(C)S(=O)(=O)c1ccc(C(=O)OCC(=O)N2CC3(C)CC2CC(C)(C)C3)cc1 (configuration not stated),93,1.3,2,3,3,-12,6,11,-3,-2
Cc1nnc(-c2ccc(Cl)cc2)[nH]c1=O,108,-0.4,1,0,-3,-2,-4,-3,3,-5
O=C(Cc1ccccc1)N1N=C(c2ccncc2)CC1(O)C(F)(F)F (configuration not stated),95,-3.2,0,2,-4,-5,-39,-3,1,5
O=C(CSc1nnc(-c2ccccn2)o1)Nc1ccccc1C(F)(F)F,96,1.3,4,-1,0,5,-23,3,-1,2
COc1cc(C2CC(=O)c3c(O)cc(O)cc3O2)ccc1O (configuration not stated),102,1.4,-4,0,3,1,18,-5,-2,-7
O=C(N/N=C/c1ccc([N+](=O)[O-])cc1)c1cccc2cc[nH]c12,89,5.8,-4,0,-4,4,-9,2,0,-8
O=C(O)c1cccc(CSc2nc(-c3ccc(Cl)cc3)cc(C(F)(F)F)n2)c1,95,-0.3,-11,5,-9,-7,9,-4,0,8
CCN(CC)c1ccc(C(=O)Nn2c(C)nc3ccccc3c2=O)cc1,96,-0.5,-2,3,0,2,-28,-8,10,1
O=C(CCNS(=O)(=O)c1ccc(Br)cc1)NCc1ccc(F)cc1,101,-1.8,-5,1,-1,-5,3,-11,-2,-3
COC(=O)c1sccc1NC(=S)N1CCN(c2ccc(F)cc2)CC1,105,3.2,0,1,-4,5,-23,0,-4,14
O=C(/C=C/c1ccccc1)NCCS(=O)(=O)N1CCN(c2ccccc2)CC1,97,-0.8,-5,-2,4,-6,25,5,-8,-1
Cc1ccc(NC(=O)CN(C)C(=O)Cn2nnc(-c3ccccc3)n2)cc1,97,-0.6,2,1,-5,-19,-3,-4,-1,3
CC1(Cc2ccccc2C#N)C(=O)Nc2ccc(-c3ccc4[nH]ccc4c3)cc21 (configuration not stated),101,-2.4,24,20,-6,·,·,7,-1,-26

# Compound activity: PubChem, several laboratories
